Screening data: PubChem BioAssay, several laboratories
GSTO1 counter: GSTO1 inhibition, counter-screen for RBBP9 inhibitors | P78417 | recombinant GSTO1, activity-based probe fluorescence polarization | inhibition, % at 5.96 µM | 1.1% of 300,000 active | AID 1974;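 active means inhibition above the campaign mean inhibition plus 3 SD, cut at about 35% in these data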;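 further: 0% = GSTO1-1 with DMSO and 100% = wells lacking GSTO1-1 enzyme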
Target sequence (P78417 whole entry, looked up): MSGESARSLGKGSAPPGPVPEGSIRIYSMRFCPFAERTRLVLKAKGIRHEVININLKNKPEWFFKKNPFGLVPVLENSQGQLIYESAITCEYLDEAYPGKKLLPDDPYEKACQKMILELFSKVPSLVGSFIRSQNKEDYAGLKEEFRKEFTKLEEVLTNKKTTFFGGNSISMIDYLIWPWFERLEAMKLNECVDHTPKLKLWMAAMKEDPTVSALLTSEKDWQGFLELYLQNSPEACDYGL
TPT1 inh: inhibitors of Candida albicans tRNA 2'-phosphotransferase TPT1 | recombinant caTPT1, FP RNA substrate dephosphorylation | inhibition, % at 5 µM | 0.81% of 300,000 active | AID 1962;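 active means inhibition above the mean of all tested compounds plus 3 SD, set per screening campaign, cut at about 24% in these data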;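 further: plate controls were DMSO alone for no effect and ferristatin control at 100 nM for full effect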
PME-1 inh: blocks human protein phosphatase methylesterase 1; Q9Y570; recombinant PME-1, FP-Rh probe fluorescence polarization; inhibition, % at 5.9 µM; 0.53% of 320,000 active; AID 2130;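 active means inhibition above the campaign mean of all compounds plus 3 SD, cut at about 26% in these data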;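 further: competitive labeling of PME-1 active site by serine hydrolase directed probe; 0% = PME-1 with DMSO and 100% = wells lacking PME-1 enzyme; inhibitors block probe labeling so polarization falls and inhibition rises; many of its hits are not listed in these tables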
MEX-5 binding: C. elegans MEX-5 TCR-2 RNA binding activity; Q9XUB2; MEX-5/FITC-TCR2 RNA binding, fluorescence polarization; hits give low values; activity score (negative = inhibition of binding), % at 10 µM; 0.38% of 300,000 active; AID 1832;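 active means inhibition past about -25% in most replicates, and total fluorescence under double the plate's negative control median, limit read from the data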;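 further: 0% = DMSO and -100% = 5 µM competing unlabeled TCR2 RNA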
Target sequence (Q9XUB2 whole entry, looked up): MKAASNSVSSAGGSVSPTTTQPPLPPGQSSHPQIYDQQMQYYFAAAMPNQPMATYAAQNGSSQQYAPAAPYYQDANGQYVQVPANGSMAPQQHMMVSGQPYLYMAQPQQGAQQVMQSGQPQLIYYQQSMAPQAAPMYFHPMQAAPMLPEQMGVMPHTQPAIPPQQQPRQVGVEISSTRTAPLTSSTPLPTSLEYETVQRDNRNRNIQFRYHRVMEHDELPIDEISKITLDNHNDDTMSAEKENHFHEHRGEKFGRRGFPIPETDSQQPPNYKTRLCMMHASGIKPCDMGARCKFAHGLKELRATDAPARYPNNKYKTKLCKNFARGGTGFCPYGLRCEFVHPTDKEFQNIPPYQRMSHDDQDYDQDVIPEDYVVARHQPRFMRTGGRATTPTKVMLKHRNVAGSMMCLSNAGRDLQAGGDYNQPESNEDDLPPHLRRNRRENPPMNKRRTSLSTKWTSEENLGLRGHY
Bcl-xL primary: Bcl-xL (human) inhibition. Q07817. GST-Bcl-xL / FITC-Bim BH3 peptide fluorescence polarization. inhibition, % at 10.9 µM. 0.7% of 320,000 active. AID 2129;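 active means inhibition above the mean of all tested compounds plus 3 SD, cutoff set per campaign, cut at about 30% in these data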;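 further: 0% = DMSO wells and 100% = unlabeled Bim-BH3 peptide competitor; inhibitors lower millipolarization by displacing the labeled peptide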
MCL1-BIM inh: inhibitors of human MCL1 binding to BIM-BH3 peptide; 0.68% of 320,000 active; AID 2057; inhibition, % at 10.9 µM; GST-MCL1 / FITC-Bim-BH3 fluorescence polarization;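 active means inhibition above the mean inhibition of all tested compounds plus 3 SD, set per campaign, cut at about 40% in these data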;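 further: 0% = DMSO wells and 100% = unlabeled Bim-BH3 peptide control; higher means more loss of mP so more displacement of Bim peptide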
Target sequence (Q07820 whole entry, looked up): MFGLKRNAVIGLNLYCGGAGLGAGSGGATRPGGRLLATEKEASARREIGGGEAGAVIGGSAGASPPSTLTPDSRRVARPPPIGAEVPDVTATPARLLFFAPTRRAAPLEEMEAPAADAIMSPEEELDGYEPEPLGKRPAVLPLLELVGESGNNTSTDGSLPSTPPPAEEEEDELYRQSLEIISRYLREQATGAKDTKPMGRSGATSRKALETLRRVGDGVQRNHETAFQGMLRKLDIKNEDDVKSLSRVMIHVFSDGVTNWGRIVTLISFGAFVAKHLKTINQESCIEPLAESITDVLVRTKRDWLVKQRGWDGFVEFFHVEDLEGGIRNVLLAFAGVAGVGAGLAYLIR
PAD4 inh: blocks human protein arginine deiminase 4; Q9UM07; recombinant PAD4, RCA probe fluorescence polarization; 0.41% of 330,000 active; inhibition, % at 6.36 µM;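 active means percent inhibition above a cutoff equal to the mean of all tested compounds plus 3 SD, cut at about 15% in these data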;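 further: 0% = PAD4 with RCA probe and DMSO and 100% = probe without PAD4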
Fam108B inh: blocks mouse Fam108B hydrolase in RBBP9 counter-screen. recombinant Fam108B, FP-Rh probe fluorescence polarization. inhibition, % at 9.51 µM. 0.33% of 300,000 active. AID 1947;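 active means inhibition above the screen mean inhibition plus 3 SD, computed separately per campaign, cut at about 18% in these data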;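 further: inhibitors lower polarization as less probe binds the enzyme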
GLD-1 TGE inh: GLD-1-TGE RNA interaction inhibition (C. elegans); Q17339; purified GLD-1 + fluorescein TGE RNA, fluorescence polarization; inhibition, % at 5.96 µM; 0.44% of 320,000 active; AID 2280;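 active means percent inhibition above a per-plate cutoff, the plate mean of test compounds plus 3 SD, cut at about 30% in these data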;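 further: 0% = DMSO wells with GLD-1 and probe and 100% = wells lacking GLD-1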
* marks the source's active call; other numbers are inactive results; . = no result given. The list is partial; rates above refer to the full screens.

SMILES | GSTO1 counter | TPT1 inh | PME-1 inh | MEX-5 binding | Bcl-xL primary | MCL1-BIM inh | PAD4 inh | Fam108B inh | GLD-1 TGE inh
Nc1cccc2c(O)cccc12 | 13.8 | -0.1 | 4.9 | 0.9 | 5.9 | 7.4 | -10.8 | -0.3 | -0.9
COc1ccccc1C1=NN(C(=O)c2ccccc2)C(c2ccc(Br)cc2)C1 (configuration not stated) | -0.6 | 0.4 | -9.8 | 3.4 | 0.7 | -2.0 | -1.4 | -5.7 | -4.4
O=C(Nc1nc(-c2ccccn2)cs1)C1CC1 | 3.6 | 3.0 | -6.1 | 4.6 | 3.7 | 3.3 | 0.3 | -0.9 | 4.3
CNC(=O)CC(CC(=O)c1ccccc1)c1ccccc1 (configuration not stated) | . | . | 0.4 | . | 5.3 | 3.5 | -0.7 | . | 1.5
COc1ccc(C(=O)C2CCN(C(=O)c3ccc(C)cc3)CC2)cc1 | -1.5 | -0.5 | 0.5 | 1.2 | 10.4 | 6.5 | -9.5 | -2.3 | 4.2
Cc1cc(=O)oc(C)c1C(=O)OCC(=O)c1ccccc1 | -5.2 | -0.2 | 3.4 | 0.9 | -1.2 | 8.3 | -3.3 | -0.8 | -2.4
CC(C)Cc1nnc(NC(=O)CCc2ccccc2)s1 | 0.8 | -3.2 | -5.8 | 0.0 | 4.0 | 10.9 | 1.6 | 0.6 | -1.1
CCOC(=O)C1=C(C)N=c2s/c(=C\c3cc(OC)c(OC)c(OC)c3)c(=O)n2C1/C=C/c1ccccc1 (configuration not stated) | 0.5 | 4.2 | -1.6 | 0.0 | 1.8 | 5.5 | -3.4 | -3.0 | 2.3
CC1(C)CC(=O)C=C(NC2CCCCCCC2)C1 | -12.6 | -1.4 | 4.7 | -1.0 | 0.2 | 0.4 | 2.5 | 0.5 | -2.5
COc1ccc(C(=O)N2CCCCCC2)cc1OC1CCN(C(C)C)CC1 | 2.1 | -2.2 | 3.0 | 3.0 | 4.0 | 5.7 | 1.4 | 2.1 | 0.8
O=C1C2CCCN2c2ccc(S(=O)(=O)N3CCOCC3)cc2N1Cc1ccccc1F (configuration not stated) | -8.8 | 4.1 | -3.2 | -0.8 | -1.7 | -13.1 | -4.9 | -8.0 | -11.1
O=C(c1cccs1)N(c1ccc(Br)cc1)C1C=CS(=O)(=O)C1 (configuration not stated) | 1.6 | -2.4 | 1.9 | 1.3 | 5.1 | -1.4 | -0.5 | -2.8 | -4.9
COc1ccc(CNC(=O)CN(C(=O)CCC(=O)Nc2nccs2)c2ccccc2C)cc1 | 11.8 | 1.0 | -4.5 | 0.6 | 6.7 | 4.5 | -4.4 | 0.0 | 3.3
COc1ccc(CCC(=O)Nc2cccc(S(=O)(=O)N3CCCC3)c2)cc1OC | . | . | -0.8 | . | 2.3 | -1.3 | 1.2 | . | 5.3
COC(=O)Nc1nnc(-c2ccc(OC)cc2)s1 | 9.3 | 0.8 | -2.0 | -2.2 | 1.3 | -0.5 | -3.9 | 0.4 | 8.4
Cc1c2ccccc2nc2c(F)c(N(C)C)c(F)c(F)c12 | 9.6 | -96.2 | 10.4 | -5.4 | 113.5* | 121.8* | 2.4 | 7.3 | 99.0*
CCC(Sc1nnc(C)s1)C(=O)Nc1nccs1 (configuration not stated) | -1.3 | -5.0 | -6.6 | 0.3 | -2.8 | -7.2 | 1.1 | -3.3 | 4.5
Cc1ccnc(SCC(=O)N2CCN(c3cccc(Cl)c3)CC2)n1 | 1.0 | -1.6 | 1.2 | 0.6 | 3.5 | 8.2 | 0.8 | 2.7 | 1.0
Cc1ncc([N+](=O)[O-])n1CC(=O)Nc1ccc(F)cc1F | -1.9 | 0.2 | 4.3 | 0.2 | -2.0 | -0.7 | 0.9 | -5.4 | 2.8
COC(=O)C1CCN(C(=O)C(C)Oc2ccc(Cl)cc2Cl)CC1 (configuration not stated) | -0.4 | -2.1 | -1.6 | 3.8 | -16.9 | -1.4 | 2.3 | -2.1 | -2.4
CCCn1ccc(O)c(Cc2ccc(Cl)cc2)c1=O | -9.4 | -1.6 | -3.5 | -3.4 | 3.5 | 5.2 | -4.2 | -3.5 | 2.4
Cc1ccnc(NC(=O)CCC(=O)N(CC(=O)NC(C)(C)C)c2ccc3c(c2)OCCO3)c1 | 3.6 | -3.0 | 1.5 | 0.3 | 0.8 | -0.6 | -1.3 | -4.3 | -1.4
CCN(CC(=O)NCc1ccc(Cl)cc1)C(=O)c1ccc(S(=O)(=O)N(C)C)cc1 | 5.3 | -1.1 | 1.4 | 1.0 | -0.3 | -0.3 | -3.8 | 5.8 | -0.1
Cc1cc(-c2c(C)n([O-])c(C)c(C)[n+]2=O)ccc1F | 5.0 | -3.7 | -2.6 | -2.9 | 2.9 | 4.0 | -3.5 | -4.5 | 8.8
COc1cc2c(cc1OC)C(/C(C#N)=N\O)=NC(C)(C)C2 | 3.5 | 3.6 | -11.0 | 0.0 | 9.1 | 7.2 | -2.0 | 5.5 | 0.9
O=C(NCc1ccccc1CN1CCCCC1)c1ccc(Cl)cc1N1CCCC1=O | . | . | -4.7 | . | -13.3 | -19.7 | -5.8 | . | -0.7
O=C(Nc1ccccc1Cl)c1ccccc1Oc1ccc(C(F)(F)F)cc1[N+](=O)[O-] | -3.4 | -4.1 | -7.1 | 2.0 | 3.8 | 4.1 | 0.6 | -2.7 | 5.2
Cc1cc(C)c(C)c(S(=O)(=O)N2CCN(CC(=O)Nc3ccc([N+](=O)[O-])cc3)CC2)c1C | 8.8 | -1.6 | -0.3 | 1.7 | 4.3 | 7.9 | 1.8 | 0.6 | 3.1
CCCCn1c(N)c(N(Cc2ccccc2OC)C(=O)COc2ccc(F)cc2Cl)c(=O)[nH]c1=O | 2.4 | -2.0 | 2.8 | -0.7 | 2.2 | 2.3 | -0.9 | 1.1 | -1.8
CC1CCc2c(sc(NC(=O)c3ccco3)c2C(=O)O)C1 (configuration not stated) | -39.1 | -8.9 | 6.4 | 1.9 | 6.3 | 10.3 | 1.9 | 2.2 | -7.6
Cc1ccc(NC(=O)CS(=O)CC(=O)Nc2cccc(C)c2C)cc1F (configuration not stated) | 6.1 | 0.8 | -4.5 | 0.5 | 0.6 | 0.7 | -0.6 | -6.4 | 4.9
CCCn1nnnc1SCC(=O)N1CCCc2ccccc21 | -0.9 | -1.6 | -1.7 | 1.4 | -0.8 | 2.3 | -1.8 | 0.1 | -0.1
Cc1ccc(C)c(NC(=O)c2nc(-c3ccccc3)n(-c3ccccc3)n2)c1 | -2.3 | -0.1 | -0.1 | 3.2 | 4.0 | 4.6 | -4.2 | 0.1 | 0.1
Cc1c(-n2c(SCC(=O)NC(C)C(C)C)nc3ccccc3c2=O)c(=O)n(-c2ccccc2)n1C (configuration not stated) | 5.1 | -3.1 | -4.1 | 0.7 | -2.9 | 0.6 | 2.8 | 4.2 | 0.7
CCn1c(CSc2nc3ccccc3s2)n[nH]c1=S | 4.4 | -5.9 | -5.1 | -0.8 | -8.6 | -5.9 | 3.4 | 3.8 | 4.1
O=C1CCCN1CCC1CCCCN1Cc1nc(COc2ccccc2)no1 (configuration not stated) | -3.2 | 2.0 | -2.1 | 1.7 | 2.6 | 5.0 | -0.7 | -1.4 | 4.7
c1cc2nnnn2nc1N1CCCCC1 | 1.1 | -2.0 | -4.7 | -2.9 | 4.7 | 4.2 | -1.8 | -0.1 | 2.4
CNC(=O)Nc1cccc(NC(=O)NC)n1 | -10.0 | -2.5 | 0.8 | -4.1 | 5.3 | 0.8 | -3.6 | -1.0 | 3.6
CCOc1ccc(OCCC(=O)OCC(=O)NCc2ccc(Cl)cc2)cc1 | 9.9 | -3.9 | -6.2 | -0.8 | -1.3 | -1.0 | -1.0 | 1.7 | 8.3
O=C(Nc1ccc(NC(=O)N2CCN(c3ccccc3O)CC2)cc1)N1CCN(c2ccccc2O)CC1 | 21.3 | 1.0 | 5.5 | -1.8 | 4.3 | 4.0 | -9.1 | -0.2 | 0.1
Cc1cc(C)n(-c2ccc(C(=O)OCC(=O)NCc3ccc(F)cc3)cc2)n1 | -2.5 | 2.1 | -5.3 | 2.2 | -1.9 | -5.2 | 2.2 | -2.5 | 3.3
O=S(=O)(c1cccc(-c2nc3ccccc3s2)c1)N1CCCC1 | -1.8 | -4.0 | 0.9 | -1.5 | 6.5 | -3.0 | 0.6 | -3.8 | 6.1
Cc1ccc(-c2noc(CCC(=O)N(C)c3ccccc3C)n2)cc1 | 1.3 | 1.1 | 5.7 | 3.0 | 2.2 | -9.2 | -3.3 | -1.0 | 9.3
Fc1cccc(Cl)c1/C=N/n1c(-c2cccnc2)n[nH]c1=S | 13.1 | -1.9 | 5.1 | -0.4 | -23.2 | -4.9 | -0.8 | 2.5 | 5.2
Brc1ccc(CSc2nnc(Cc3c[nH]c4ccccc34)o2)cc1 | 1.1 | -0.4 | 0.5 | . | -3.3 | -1.3 | -4.2 | -1.9 | -0.1
CCOC(=O)c1cc(CO)cc(C(=O)OCC)c1 | -0.9 | -1.5 | -3.6 | 2.6 | 6.4 | 2.7 | 4.4 | -1.0 | -0.4
COc1ccc(CNC(=O)c2ccc(N3CCC4(CC3)CC(c3ccc(Cl)cc3)=NO4)c(NC(=O)c3ccccc3)c2)cc1 | 4.3 | -5.2 | -9.1 | 3.7 | 7.0 | 3.5 | -0.9 | -1.8 | 2.8
Cc1noc(C)c1COc1ccc(C(=O)NCCc2ccc(S(N)(=O)=O)cc2)cc1 | 2.5 | -2.4 | -5.0 | -0.1 | -2.8 | 7.4 | 2.8 | -0.4 | -0.1
COc1cccc2c1OC[C@@H](CO)[C@H]2N(C)C(=O)Nc1ccc(Cl)cc1 | 7.8 | -0.8 | 1.3 | -0.1 | 4.4 | 4.3 | 2.2 | 1.2 | 3.7
COCc1c(C(=O)OCC(=O)NCCc2ccc(S(N)(=O)=O)cc2)oc2ccccc12 | . | . | -6.5 | . | -0.5 | -5.6 | -0.4 | . | -2.7
CCOc1cc(C2C(C(=O)OC(C)C)=C(C)NC3=C2C(=O)CCC3)cc([N+](=O)[O-])c1O (configuration not stated) | 6.3 | -5.2 | 0.8 | -0.9 | 9.4 | 4.4 | 2.0 | 4.4 | 5.5
CC(=O)NC(Cc1c[nH]c2ccccc12)C(=O)O (configuration not stated) | 3.0 | -0.7 | 5.3 | -0.3 | -5.0 | -4.0 | -1.8 | -1.3 | -1.6
COc1ccc(C2CCCN2C(=O)c2cccs2)cc1 (configuration not stated) | 6.6 | 5.0 | 0.2 | 0.1 | 6.6 | -3.5 | -2.3 | 1.8 | 4.9
O=C(Oc1cccc2cccnc12)c1cccc(-n2cnnn2)c1 | 14.2 | -0.3 | -3.9 | 0.5 | -3.3 | 0.2 | 1.7 | -1.8 | -0.2
Fc1ccc2c(c1)C1OCCCC1C(c1ccccc1)N2 (configuration not stated) | 7.0 | -1.7 | 5.0 | 0.4 | 3.0 | 1.0 | 1.2 | 4.8 | 8.1
O=C(CC1SCCNC1=O)Nc1cccc([N+](=O)[O-])c1 (configuration not stated) | -1.1 | 2.1 | -2.0 | -1.8 | 5.8 | 5.5 | -4.2 | -2.3 | 0.1
Cc1cc(C)n2c(-c3ccccc3Cl)nnc2n1 | -2.8 | 2.6 | 1.4 | 0.3 | -0.3 | 0.8 | -4.0 | -1.9 | -3.9
CCOc1ccc(-c2c(C(=O)N/N=C/C3CCCCC3)nnn2-c2nonc2N)cc1 | -1.8 | -5.1 | -3.3 | -0.9 | 5.6 | 2.7 | -0.9 | -7.7 | -11.6
